# TDP1 cell CPT – growth inhibition of DT40 Tdp1-/-;hTDP1 cells with camptothecin (screen for TDP1 inhibitors); Potency, µM (highest dose often 46.2 µM), inactives show top-dose activity change, negative = growth inhibition, actives largely listed as inhibitors; AID 686979; chicken DT40 Tdp1-/-;hTDP1 cells + 20 nM CPT, ATP luminescence, 48 h; actives 12% (n = 420,000); also: nearly all actives have a fitted effect of over 55% in size
#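 Chicken DT40 Tdp1-/- cells complemented with human TDP1, 400 cells/well, exposed to compounds plus 20 nM camptothecin for at least 48 h at 37 C; viability read as ATP content by CellTiter-Glo luminescence.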
# TDP1 inh – TDP1 (human) enzyme inhibition; AID 485290; Potency, µM (highest dose often 130 µM), for the others: at the highest dose activity change, negative = inhibition, usual class: inhibitors; actives 0.28% (n = 350,000); recombinant TDP1, AlphaScreen DNA substrate cleavage; also: nearly all actives have a fitted effect of over 40% in size
# Target sequence (Q9NUW8 whole entry, looked up): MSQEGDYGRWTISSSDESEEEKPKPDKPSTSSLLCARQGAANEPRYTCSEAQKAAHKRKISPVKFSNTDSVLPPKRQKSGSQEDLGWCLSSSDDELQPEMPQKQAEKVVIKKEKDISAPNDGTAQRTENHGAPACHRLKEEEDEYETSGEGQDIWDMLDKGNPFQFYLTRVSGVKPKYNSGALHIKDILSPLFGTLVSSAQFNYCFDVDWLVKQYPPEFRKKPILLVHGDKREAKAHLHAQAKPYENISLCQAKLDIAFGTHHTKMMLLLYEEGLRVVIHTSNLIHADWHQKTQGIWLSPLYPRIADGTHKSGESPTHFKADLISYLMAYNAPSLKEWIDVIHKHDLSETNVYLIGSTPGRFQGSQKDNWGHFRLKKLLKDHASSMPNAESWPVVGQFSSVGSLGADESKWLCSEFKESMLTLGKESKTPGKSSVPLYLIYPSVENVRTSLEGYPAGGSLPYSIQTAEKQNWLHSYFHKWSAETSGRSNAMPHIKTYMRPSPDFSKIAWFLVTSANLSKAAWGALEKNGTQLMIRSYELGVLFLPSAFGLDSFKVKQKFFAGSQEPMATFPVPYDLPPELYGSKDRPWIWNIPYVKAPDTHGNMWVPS
#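 Recombinant human Tdp1 (E. coli-expressed, 1 nM final) preincubated with compounds 15 min at room temperature, then 5'-biotin/3'-phosphotyrosine-FITC DNA substrate (15 nM final) added for 5 min. AlphaScreen beads (10 ug/ml final) added 10 min; cleavage lowers signal.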
# DT40 TDP1 no CPT – qHTS for Inhibitors of human tyrosyl-DNA phosphodiesterase 1 (TDP1): qHTS in cells in absence of CPT; DT40 Tdp1-/- hTDP1 cells, no CPT, ATP luminescence, 48 h; Potency, µM (series often up to 46.2 µM), inactives show at the top dose activity change, negative = growth inhibition, hits mostly inhibitors; actives 15% (n = 420,000); AID 686978, 2013; also: nearly all actives have a fitted effect of over 55% in size
#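 DT40 Tdp1-/-;hTDP1 cells, no CPT (DMSO vehicle only), 400 cells/well; compounds pin-transferred; ≥48 hr, 37 °C; CellTiter-Glo 30 min RT dark, luminescence read.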
# Starred values were filed as active, the others as inactive; ? = inconclusive; . = no result given; [ ] = another dose, or the depositor's remark. Calls follow the shape of the dose curve; as a rule, active = well fitted curve in the direction sought with a large enough effect; inconclusive = small, poorly fitted or top-dose-only effect, or another doubt; inactive = no such curve, though single readings can be large; an effect the other way counts as inactive or inconclusive. % is scaled to controls: 0 for no effect and ±100 for the full control effect; potency is read from the fitted curve at half-maximal effect. Outcome played no part in choosing rows; any-hit rate near 18%.
# Values in the order: TDP1 cell CPT	TDP1 inh	DT40 TDP1 no CPT
> Cc1ccc(S(=O)(=O)Nc2cc(Cl)c(O)cc2C)cc1
    ?	5%	?
> Cc1ccc(-c2nnn(CC(=O)NCCC3=CCCCC3)n2)cc1
    -20%	-2%	3%
> COc1ccc(CCNC(=O)c2ccc(Cl)nc2)cc1
    0%	1%[0.0935 µM]	-9%
> CC(C)CC(=O)Nc1cccc(-c2csc(-c3ccccc3)n2)c1
    -113%	4%	?
> CCOC(=O)c1cc(OC(=O)c2cccs2)n(-c2ccccc2)n1
    -11%	-5%	-22%
> CC(C)Sc1nc2ccc(N3C(=O)C4CCCCC4C3=O)cc2s1 (stereo not given)
    -21%	0%	?
> Cc1ccc(NC(=O)CSc2nc(O)cc(=O)n2-c2ccc(C)cc2)cc1
    -4%	8%	-12%
> CC(C)=C1C(=O)NN(c2cccc(Cl)c2)C1=O
    7%	5%	3%
> Cc1nc2ccn(Cc3ccco3)c(=O)c2cc1C(=O)NCc1ccc(F)cc1
    -11%	2%	-23%
> O=C(CCn1nnc2ccccc21)Nc1nnc(Cc2ccccc2)s1
    ?	3%	?
> Cc1cc(C2C(=O)c3ccccc3C2=O)c(C)c(C)c1C
    -10%	.	0%
> Cc1ccc(N2CC(c3nnc(Cc4ccc(F)cc4)o3)CC2=O)cc1 (stereo not given)
    -6%	-2%[12.3 µM]	-1%
> N#Cc1ccc(S(=O)(=O)N2CCCN(c3ccc(C(F)(F)F)cn3)CC2)cc1
    -22%	-1%	?
> COc1ccc(C)cc1NC(=O)c1noc2c1CSc1ccccc1-2
    31%[activator]	6%	1%
> Cc1cc(NC(=S)N(Cc2ccc(Br)cc2)Cc2ccc(C(=O)O)cc2)ccc1Cl
    -17%	3%	?
> CCCCN1C[C@H](Cc2ccccc2)[C@@H](CC(=O)NC)C1=O
    1%	.	-17%
> O=C(Nc1nc(N2C(=O)c3ccccc3C2=O)n(-c2ccccc2)n1)c1ccccc1
    -1%	13%	-15%
> CC(C)NS(=O)(=O)c1ccc(OCC(=O)NCc2cccnc2)cc1
    -20%	0%	-4%
> Cc1occc1C(=O)Nc1cc(C(C)(C)C)on1
    ?	2%	?
> O=C(c1cnsn1)N1CCN(c2ccccc2)CC1
    -9%	5%	6%
> CN1CCC(C2(O)c3ccccc3CSc3sccc32)CC1 (stereo not given)
    -17%	5%	-8%
> CC1CCCC(C)N1C(=O)CSCc1ccc(Cl)cc1 (stereo not given)
    -19%	0%	-13%
> C[C@H](CO)N1C[C@H](C)[C@H](CN(C)Cc2ccncc2)OCc2ccccc2-c2c(n(C)c3ccccc23)C1=O
    26µM*	.	16µM*
> O=C(CN(c1ccccc1)S(=O)(=O)c1ccc(F)cc1)NC1CCS(=O)(=O)C1 (stereo not given)
    9%	6%	10%
> CCCC(=O)Nc1ccc(C(=O)N/N=C/c2ccc[nH]2)cc1
    -18%	-8%	-24%
> CSc1ccc(OC2(C)CCN(Cc3ccc(-c4ccccn4)cc3)C2)cc1 (stereo not given)
    ?	.	?
> CCC(C(=O)Nc1cccnc1)c1ccccc1 (stereo not given)
    -5%	2%	-10%
> Cc1nc(-c2ccc(S(=O)(=O)Nc3cccc(S(N)(=O)=O)c3)s2)cs1
    -5%	.	-3%
> COc1ccc(CCNC(=O)C2CC(c3cc(C(F)(F)F)cc(C(F)(F)F)c3)=NO2)cc1 (stereo not given)
    ?	1%	?
> Cc1c(Cl)cccc1NC(=O)Cn1nnc2sc3c(c2c1=O)CCCC3
    -9%	-4%	3%
> Cc1cc(C(=O)Cn2ncc(Cl)c(Cl)c2=O)c(C)n1CC(F)(F)F
    4.6µM*	4%	3.7µM*
> CC(C)(C)NC(=O)Cn1c(SCC(=O)NCc2cccs2)nc2ccccc21
    11%	2%	-4%
> Cc1sc2ncnc(N3CCC(C(=O)N(C)CC(=O)Nc4ccccc4Cl)CC3)c2c1C
    16µM*	5%	23µM*
> Nc1ccc(N=Nc2ccccc2)cc1[N+](=O)[O-]
    -18%	.	-30%
> CC[C@]12C(=O)N(C)C[C@H]([C@@H]3C(=O)N(C)C(=O)[C@@H]31)N2C(=O)c1ccc(Cl)c(Cl)c1
    -4%	.	-3%
> C(=N\n1cnnc1)/c1ccc2c(c1)OCCO2
    0%	2%	-9%
> CCCCNC(=O)C(NC(=O)c1ccc(C)cc1)C(=O)c1ccccc1 (stereo not given)
    -2%	.	-25%
> O=C(NCc1ccco1)c1ccc(S(=O)(=O)N2CCCCCC2)cc1
    -12%	4%	-10%
> C=CCNC(=O)/C(C#N)=C/c1c(N2CCCCCC2)nc2ccccn2c1=O
    -29%	.	?
> NS(=O)(=O)c1ccc(NC2(C(=O)O)CCCC2)cc1
    -7%	-3%	?

# Quoted from the listing:
# Under DT40 TDP1 no CPT, O=C(CN(c1ccccc1)S(=O)(=O)c1ccc(F)cc1)NC1CCS(=O)(=O)C1 (stereo not given) is entered as 10%
# Under TDP1 cell CPT, Nc1ccc(N=Nc2ccccc2)cc1[N+](=O)[O-] is entered as -18%
# Under TDP1 inh, COc1ccc(CCNC(=O)C2CC(c3cc(C(F)(F)F)cc(C(F)(F)F)c3)=NO2)cc1 (stereo not given) is entered as 1%

# (cont.)
# Values in the order: TDP1 cell CPT	TDP1 inh	DT40 TDP1 no CPT
> COc1ccc(NC(=O)CN(C)CC(=O)N2CCCCCC2)cc1
    -1%	-2%	-6%
> COCCN(C(=O)c1ccco1)c1nc(-c2ccc(OC)cc2)cs1
    26µM*	.	16µM*
> Cc1ccc(C)c(OCc2nnc(N)s2)c1
    -21%	1%	-7%
> CC1(C)CC(NC(=O)c2cccc(S(=O)(=O)N(Cc3ccccc3)c3ccccc3)c2)CC(C)(C)N1
    ?	1%[0.505 µM]	?
> COc1cccc(C(=O)NC2CCN(C(=O)N3c4ccccc4Sc4ccccc43)CC2)c1
    ?	3%	?
> CC(C)(C)c1cc(CNC2CS(=O)(=O)C[C@@H]2O)cc(C(C)(C)C)c1O (stereo not given in full)
    15µM*	4%	16µM*
> COCCn1c(=O)[nH]c2cc(C(=O)NCCCN3CCN(c4ccc(F)cc4)CC3)ccc2c1=O
    -25%	5%	?
> CC1CN(C(=O)[C@@H]2CCCN2S(=O)(=O)c2ccc(Cl)cc2)CC(C)O1 (stereo not given in full)
    -21%	.	?
> CSc1nc(Oc2ccc(F)cc2)c2ccccc2n1
    4%	.	-8%
> Cc1ccc(N2C(=O)CS(=O)(=O)C23C(=O)N(Cc2ccccc2F)c2ccccc23)cc1Cl (stereo not given)
    15µM*	1%	?
> CC(=O)OCC(=O)[C@]1(O)C(OC(C)=O)CC2C3CCC4=CC(=O)C=C[C@@]4(C)[C@]3(F)C(O)C[C@]21C (stereo not given in full)
    -4%	12%[56.1 µM]	-8%
> Cc1ccc(S(=O)(=O)N2CCN(C(=O)CSc3ncn[nH]3)CC2)cc1
    -7%	1%	-17%
> O=C1CC(N2CCCCCC2)C(=O)N1c1ccc2c(c1)OCO2 (stereo not given)
    3.7µM*	9%	6.3µM*
> COc1ccc2c(c1)OC/C(=C/c1cccs1)C2=O
    3%	3%	?
> N#Cc1ccccc1S(=O)(=O)NC(=O)[C@H]1O[C@@H](n2cnc3c(N)ncnc32)[C@H](O)[C@@H]1O
    ?	.	13µM*
> COc1ccc(C(=O)Nc2nc(C)c(C(=O)N(C)C)s2)cc1OC
    -2%	3%	-9%
> Cc1ccc(NC(=O)Cc2nc(CSc3nnc(-c4ccc5c(c4)OCO5)o3)cs2)cc1
    2%	7%	-20%
> O=C(CC(c1ccccc1)c1ccccc1)Nc1ccc(O)cc1
    -23%	4%	-25%
> CN(CC1COCCO1)C(=O)c1cnn(-c2ncc3c(n2)-c2ccccc2CC3)c1C1CC1 (stereo not given)
    ?	.	-28%
> O=C(c1cc(-c2cccs2)on1)N1CCN(c2ccc(F)cc2)CC1
    -22%	4%	-10%
> O=C(Nc1cccc2ccccc12)c1ccccc1Cl
    2%	.	-12%
> CCOC(=O)c1cc(-c2ccc(OC)cc2F)nc2c1c(C)nn2CCC#N
    ?	1%	?
> O=C(NCCO)c1cccc(-c2cccc3nccn23)c1
    9%	.	-1%
> CCOC(=O)/C(C(C)=O)=C1\OC(=O)c2ccccc21
    -15%	-4%	-4%
> O=C(Nc1ccc(F)cc1)C(c1ccccc1)N1CCN(c2cccc(C(F)(F)F)n2)CC1 (stereo not given)
    ?	.	?
> CCOC(=O)c1c(C)[nH]c(C)c1S(=O)(=O)N1CCN(c2cccc(C)c2)C(C)C1 (stereo not given)
    ?	6%	?
> Cc1ccnc(N2CCCC(C(=O)NC3CC3)C2)n1 (stereo not given)
    ?	12%	9%
> Cc1nc(N2CCC(C)CC2)c2nnn(Cc3ccccc3)c2n1
    ?	5%	?
> CCn1c2ccccc2c2cc(NC(=O)C3CCN(S(=O)(=O)c4cccs4)CC3)ccc21
    16µM*	1%	21µM*
> O=C1S/C(=C\c2ccc(O)c([N+](=O)[O-])c2)C(=O)N1Cc1cccc([N+](=O)[O-])c1
    ?	5%	-102%
> C=CCn1c(N(C)C)nc2c1c(=O)[nH]c(=O)n2C
    ?	.	-3%
> Cc1ccc(-c2nnn(CC(=O)N(CCO)C(C(=O)NC3CCCCC3)c3ccncc3)n2)o1 (stereo not given)
    -19%	4%	-18%
> CNc1nnc(-c2ccc(N(C)C)cc2)s1
    -22%	6%[56.1 µM]	-17%
> CCCCn1c2c(c(=O)n(C)c1=O)C(c1ccc(OC)cc1)N1CCCCCC1=N2 (stereo not given)
    ?	0%	-24%
> CCCN(CCC)Cc1c(C(=O)N/N=C/c2ccsc2)nnn1-c1nonc1N
    -3%	4%	?
> CC1(C)CC(=O)C=C(N2CCNCC2)C1
    -1%	-4%	14%
> O=C(c1cnc2sccn2c1=O)N1CCN(c2ccccc2Cl)CC1
    -28%	.	?
> COCCCNC(=S)N1CCN(C(=O)c2ccco2)CC1
    6%	-1%	13%
> CSCCOC(=O)c1[nH]c2c(c1C)C(=O)CC(c1ccco1)C2 (stereo not given)
    0.73µM*	13µM*	0.82µM*
> O=C1OC[C@@H]2CCCN2C(=O)[C@@H](CC(=O)N(CCO)Cc2ccccc2)C/C=C\CC[C@H]1Cc1ccc(F)cc1
    ?	2%	?

# Exported with bars between the fields: part of the list above
molecule | TDP1 cell CPT | TDP1 inh | DT40 TDP1 no CPT
CCOC(=O)c1c(C)[nH]c(C)c1S(=O)(=O)N1CCN(c2cccc(C)c2)C(C)C1 (stereo not given) | ? | 6% | ?
Cc1ccnc(N2CCCC(C(=O)NC3CC3)C2)n1 (stereo not given) | ? | 12% | 9%
Cc1nc(N2CCC(C)CC2)c2nnn(Cc3ccccc3)c2n1 | ? | 5% | ?
CCn1c2ccccc2c2cc(NC(=O)C3CCN(S(=O)(=O)c4cccs4)CC3)ccc21 | 16µM* | 1% | 21µM*
O=C1S/C(=C\c2ccc(O)c([N+](=O)[O-])c2)C(=O)N1Cc1cccc([N+](=O)[O-])c1 | ? | 5% | -102%

# Remaining list, next part:
# Values in the order: TDP1 cell CPT	TDP1 inh	DT40 TDP1 no CPT
> COc1ccc(OC)c(S(=O)(=O)Nc2ccc(Oc3ccccc3)cc2)c1
    ?	7%	?
> COc1ccccc1CN1CCNC(=O)C1CC(=O)NC1Cc2ccccc2C1 (stereo not given)
    -1%	1%	-22%
> CN(C/C=C/c1ccccc1)C1CCCCC1
    -27%	-1%	?
> COc1ccccc1N1CC(C(=O)Nc2ccc(N3CCOCC3)cc2)CC1=O (stereo not given)
    -9%	-3%	6%
> O=C1CSC(c2cn(-c3ccccc3)nc2-c2cc3ccccc3o2)N1Cc1ccccc1 (stereo not given)
    ?	0%	?
> C#CCNC(=O)C[C@@H]1C[C@@]2(C(=O)OC)CCCCC=C2N(Cc2cccc3ccccc23)C1=O
    ?	.	?
> O=C(CNC(=O)c1ccc(OC(F)F)cc1)NC1CCCc2ccccc21 (stereo not given)
    ?	-1%	-26%
> Nc1nc(N)c2c(n1)CCCC2
    -15%	3%	0%
> COc1cc(OC)c2c(c1Cl)OC1(C2=O)C(O)=CC(=O)CC1C (stereo not given)
    -21%	7%[56.1 µM]	-7%
> Cc1ccccc1-c1nc(CN2CCCC(C(=O)NCc3ccc(Cl)cc3)C2)c(C)o1 (stereo not given)
    -23%	-1%	?
> COc1ccc(C(=S)N2CCOCC2)cc1OC(=O)c1cc(OC)c(OC)c(OC)c1
    7%	.	1%
> O=C1C(=O)N(Cc2cccnc2)C(c2ccc(Br)cc2)/C1=C(\O)c1ccc2c(c1)OCCO2 (stereo not given)
    -1%	8%	0%
> COc1ccc(-c2noc(-c3ccccc3C(=O)N3CCOCC3)n2)cc1
    ?	1%	?
> CC(C)C[C@H]1CN(CCCC[C@H]2CNC(=O)C(=O)N2Cc2ccccc2)C(=O)C(=O)N1CCC1CCCCC1
    ?	.	?
> Cc1ccn2c(=O)c(NC(=O)c3ccc4c(c3)OCO4)c(C)nc2c1
    -7%	.	-24%

# From PubChem BioAssay
